# NCOA3 inh: inhibitors of human steroid receptor coactivator 3 (SRC3). actives 0.17% (n = 360,000). inhibition, % at 3.6 µM. HEK293 GAL4-SRC3 luciferase reporter, luminescence;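 active = inhibition above a per-campaign cutoff, the mean of all compounds plus 3 SD, cut at about 60% in these data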;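 note: 0% = DMSO-treated cells and 100% = gossypol-treated cells at 36 µM; higher means less SRC3-driven luciferase light from the GAL4 reporter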
# TROY NFkB inh: blocks TROY-dependent signaling in reporter cells; Q293 LMP1-TROYcd NF-kB luciferase reporter, 4 h; AID 1347056; actives 0.98% (n = 360,000); inhibition, % at 10 µM;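 active = compounds whose plate-normalised and pattern-corrected inhibition of the luciferase reporter signal at the single screening dose is 50% or more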
# NOD2 RIPK2 PPI: inhibitors of human NOD2-RIPK2 interaction; O43353; actives 0.38% (n = 360,000); AID 624267; inhibition, % at 4.98 µM; CHO BLA complementation NOD2-RIPK2, CCF4 ratio; in the data active = inhibition above about 21%;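 note: 0% = vehicle only and 100% = reference blocker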
# LRH-1 inv ag: inverse agonists of human LRH-1 (NR5A2); actives 0.13% (n = 360,000); O00482; inhibition, % at 3.6 µM; HEK293T StAR-luciferase reporter, LRH-1 transfected, 24 h;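 active = inhibition above the mean inhibition of all tested compounds plus 3 SD, cut at about 73% in these data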;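 note: 0% = DMSO wells and 100% = reporter-only cells lacking LRH-1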
# SRC2 inh: inhibits human steroid receptor coactivator 2; AID 651957; actives 0.17% (n = 370,000); Q15596; inhibition, % at 9 µM; HEK293 GAL4-SRC2 luciferase reporter, luminescence;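 active = inhibition above the mean inhibition of all tested compounds plus 3 SD, set per campaign, cut at about 52% in these data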;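 note: 0% = DMSO treated cells and 100% = cells given Gossypol at 36 µM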
# Target sequence (Q15596 whole entry, looked up, the tested form may be a part): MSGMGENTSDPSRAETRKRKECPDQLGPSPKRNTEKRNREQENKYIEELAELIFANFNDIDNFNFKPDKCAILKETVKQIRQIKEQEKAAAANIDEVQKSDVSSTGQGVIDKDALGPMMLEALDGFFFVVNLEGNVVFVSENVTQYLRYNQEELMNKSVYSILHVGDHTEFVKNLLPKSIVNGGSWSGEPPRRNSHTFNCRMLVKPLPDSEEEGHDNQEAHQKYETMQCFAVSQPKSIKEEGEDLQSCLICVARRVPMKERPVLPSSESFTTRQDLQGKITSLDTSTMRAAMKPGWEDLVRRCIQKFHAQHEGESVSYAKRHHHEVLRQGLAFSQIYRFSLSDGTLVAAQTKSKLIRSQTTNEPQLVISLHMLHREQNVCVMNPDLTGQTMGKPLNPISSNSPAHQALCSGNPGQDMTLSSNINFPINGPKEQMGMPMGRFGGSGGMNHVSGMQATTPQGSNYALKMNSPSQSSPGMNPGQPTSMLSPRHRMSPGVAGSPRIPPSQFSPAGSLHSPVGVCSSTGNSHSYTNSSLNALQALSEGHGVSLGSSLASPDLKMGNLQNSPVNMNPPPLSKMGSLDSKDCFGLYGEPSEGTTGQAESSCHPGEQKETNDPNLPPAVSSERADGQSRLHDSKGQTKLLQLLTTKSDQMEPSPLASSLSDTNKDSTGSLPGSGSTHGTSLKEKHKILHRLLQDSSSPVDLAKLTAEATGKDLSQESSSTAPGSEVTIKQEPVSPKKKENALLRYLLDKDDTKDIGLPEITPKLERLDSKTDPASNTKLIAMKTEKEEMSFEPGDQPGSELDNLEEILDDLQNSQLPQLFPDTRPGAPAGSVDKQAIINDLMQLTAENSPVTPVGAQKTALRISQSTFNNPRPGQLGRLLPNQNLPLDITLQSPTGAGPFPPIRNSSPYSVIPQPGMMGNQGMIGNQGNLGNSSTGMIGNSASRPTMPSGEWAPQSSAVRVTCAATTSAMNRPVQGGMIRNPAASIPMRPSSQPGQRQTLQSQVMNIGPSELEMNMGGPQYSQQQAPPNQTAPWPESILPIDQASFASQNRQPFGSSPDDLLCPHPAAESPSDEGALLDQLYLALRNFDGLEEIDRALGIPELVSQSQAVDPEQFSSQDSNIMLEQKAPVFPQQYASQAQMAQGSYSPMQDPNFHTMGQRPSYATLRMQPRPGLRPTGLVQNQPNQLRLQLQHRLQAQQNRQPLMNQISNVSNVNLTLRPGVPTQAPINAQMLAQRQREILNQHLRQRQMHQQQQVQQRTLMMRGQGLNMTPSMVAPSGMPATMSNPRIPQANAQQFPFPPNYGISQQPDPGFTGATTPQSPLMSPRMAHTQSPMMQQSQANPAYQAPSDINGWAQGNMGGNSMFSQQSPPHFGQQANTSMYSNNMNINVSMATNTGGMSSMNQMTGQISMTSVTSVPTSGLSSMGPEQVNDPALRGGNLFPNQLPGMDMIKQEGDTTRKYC
# NCOA1 inh: human NCOA1 inhibition | HEK293 GAL4-SRC1 luciferase reporter, luminescence | inhibition, % at 3.6 µM | actives 0.12% (n = 360,000);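 active = inhibition above the campaign mean plus 3 SD, with each screening campaign given its own cutoff, cut at about 60% in these data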;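 note: 0% = DMSO treated cells and 100% = gossypol at 36 µM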
# TLR9-MyD88 block: TLR9-MyD88 interaction inhibition. Q9NR96+Q99836. CHO BLA complementation TLR9-MyD88, CCF4 FRET ratio. inhibition, % at 4.98 µM. actives 0.21% (n = 340,000);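 active = inhibition above the mean over all tested compounds plus 3 SD, cut at about 21% in these data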;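 note: 0% = DMSO only wells and 100% = clavulanate BLA inhibitor control wells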
# TRAIL sens C8: sensitizes caspase-8 expressing cells to TRAIL | NB7+C8 cells + TRAIL, ATPlite viability luminescence | inhibition (viability loss, TRAIL sensitization), % at 10 µM | actives 1% (n = 360,000);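 active = compounds causing at least 50% loss of cell viability in the single-dose screen, relative to plate controls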
# Vif inh: HIV Vif inhibition; HEK293T cells, Vif self-association by quenched fluorescence, imaging, 24 h; inhibition, % at 7.49 µM; actives 0.35% (n = 340,000); in the data active = inhibition above about 50%, passing the limit was not always enough; note: some results filed as inactive read as strong as hits
# NR2F2 inh: NR2F2 (human) inhibition, primary screen | HEK293T NGFI-A luciferase reporter, luminescence | AID 686940 | inhibition, % at 8.6 µM | P24468 | actives 0.7% (n = 370,000);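 active = inhibition above a per-plate cutoff, mean inhibition of test wells between control levels plus 3 SD, cut at about 38% in these data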;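 note: cells cotransfected with COUP-TFII expression vector driving the NGFI-A reporter; 0% = median of COUP-TF2 test wells and 100% = reporter-only cells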
# EBV LMP1 NFkB: inhibitors of Epstein-Barr LMP1-induced NF-kappaB reporter | inhibition, % at 12.5 µM | actives 0.69% (n = 350,000) | LMP1-induced NF-kappaB luciferase reporter cells, luminescence | AID 504558; in the data active = inhibition above about 41%;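 note: 0% = neutral control wells and 100% = reference inhibitor control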
# * marks the source's active call; other numbers are inactive results; . = not tested or not shown. An excerpt, so the mix of outcomes need not match the whole.
SMILES,NCOA3 inh,TROY NFkB inh,NOD2 RIPK2 PPI,LRH-1 inv ag,SRC2 inh,NCOA1 inh,TLR9-MyD88 block,TRAIL sens C8,Vif inh,NR2F2 inh,EBV LMP1 NFkB
O=C(CCCCCN1C(=O)c2cccc3cccc(c23)C1=O)NC1CCS(=O)(=O)C1 (centres undefined),-7,-5,-1,0,-17,-7,2,5,-2,-11,0
O=C(Nc1ccccc1)Oc1ccc[nH]c1=O,1,-15,-3,-19,-31,-7,0,-5,5,-16,-1
O=C(Nc1ccc2nc3n(c(=O)c2c1)CCCC3)c1ccccc1F,-12,-11,12,-41,-25,-23,5,-7,4,-20,-1
Cc1nc2c(sc(=S)n2Cc2ccco2)c(=O)n1CC(=O)Nc1ccccc1Cl,10,-2,-1,-13,28,23,-9,-2,9,1,4
CCC(=O)Nn1c(C)nnc1C,3,-3,-5,6,17,3,0,0,-2,-2,0
O=C(c1ccc(Cl)cc1[N+](=O)[O-])N1CCOCC1,15,16,1,-6,-4,-11,8,8,-10,1,-5
CC(C)(C)[C@H]1C=C(C(N)=O)O[C@@H](OCc2ccc(CO)cc2)C1,-18,-43,0,-6,0,-15,-9,-5,1,-7,-5
CCN(CC)c1ccc(NC(=O)CSc2nc3nc(C)cc(C)c3c(=O)[nH]2)cc1,11,-5,-4,9,-14,-18,-6,1,-7,-17,-2
COC(OC)c1ccc(C#N)c(SCc2ccc(C)cc2)n1,19,-19,-2,13,-8,12,4,7,-8,-16,12
CC1Cc2c([nH]c3ccccc23)C(=O)N1 (centres undefined),-5,6,-4,10,-1,-12,-3,-12,-2,-43,-10
Cc1cccc(C)c1NC(=O)CNC(=O)C(C)NC(C)c1ccccc1Br (centres undefined),15,1,-10,-20,2,-5,1,-4,-3,-12,-7
O=C(CNS(=O)(=O)c1ccccc1)N/N=C\c1ccc(Cl)cc1,11,5,-5,17,17,8,13,3,-2,-6,2
CCCCN1C(=O)C(=O)NC[C@@H]1CC1CCCCC1,.,2,-8,11,24,.,.,1,.,-8,.
Cc1cccc(CSc2nc3c(c(-c4cccs4)c2C#N)CN(C)CC3)c1,6,37,0,-1,-41,-1,1,-2,-2,19,24
CCOC(=O)C1=C(Cn2cnc3ccccc32)NC(=O)NC1c1cc(C)ccc1C (centres undefined),14,52*,0,11,-10,4,1,3,2,2,0
Cn1c(SCC(=O)c2ccc3c(c2)OCO3)nnc1C1COc2ccccc2O1 (centres undefined),-3,-12,-6,-9,-15,-2,-19,-10,2,19,-13
c1ccc(N2CCN(c3ccccc3)C2c2cccnc2)cc1,-16,-26,-17,-15,-30,-1,5,-6,-23,3,-2
COc1ccc(NC(=O)C2Cc3c(-c4ccc(NC(C)=O)cc4)ccnc3O2)cn1 (centres undefined),-32,-10,9,1,-10,-4,.,18,18,-7,.
CCOC(=O)c1c(NC(=O)CC2Nc3ccccc3NC2=O)sc(C)c1C (centres undefined),23,-31,-3,-2,-2,-21,-6,20,5,0,4
OCCCNCc1cccc2ccccc12,11,11,-2,9,-12,5,-1,-6,2,-10,1
CC(=O)N1N=C(c2cccs2)CC1c1ccco1 (centres undefined),18,-2,0,-21,-19,-1,13,-3,1,-16,-33
O=C(NCc1cccnc1)C1Cc2c(-c3ccc(Cl)cc3)ccnc2O1 (centres undefined),3,28,1,22,1,5,.,23,.,6,.
CCC1Sc2ccccc2N(CC(=O)NCCC(C)C)C1=O (centres undefined),13,-26,2,0,-22,-24,11,13,-1,11,3
CCn1c2c(c3cc(OCC(C)C)ccc31)CCCC2=O,12,12,-1,6,5,-13,-1,4,-6,1,-2
COc1ccc(S(=O)(=O)NC(C)C(=O)NCc2ccco2)cc1OC (centres undefined),6,-20,-3,1,-4,-1,4,-5,5,-2,2
CCOc1cc(/C=N/NC(=O)c2cccs2)ccc1OC(=O)N1CCOCC1,-58,-39,-1,-51,-24,-87,-8,6,-10,-42,-3
Cn1c(=O)oc2cc(S(=O)(=O)NCCC(=O)N3CCc4ccccc43)ccc21,1,-5,7,21,-10,-11,11,4,-4,29,4
COc1cccc(CNC(=O)C2CCCN(c3ncnc4c3nc3n4CCCCC3)C2)c1 (centres undefined),7,8,-14,20,-12,-6,1,28,-5,5,-2
COc1ccc(CCNC(=O)CN2c3cccc4cccc(c34)S2(=O)=O)cc1OC,-4,-1,5,-5,21,-23,-13,1,6,-17,2
O=C1CCN(Cc2ccccc2)C(=O)N1,-14,-6,-10,10,20,1,0,6,0,-15,-5
Cc1cc(Br)c(OCc2ccc(C(=O)N/N=C3\CC(=O)CC(C)(C)C3)cc2)c(Br)c1,-1,11,-2,-10,-20,11,-4,7,-1,-1,8
COc1ccc(N2CCN(C(=O)CCc3nnc4ccc(N5CCOCC5)nn34)CC2)cc1,2,-4,4,4,5,9,-5,-4,1,-19,.
Cc1ccc(C)c(N(C(=O)c2csnn2)C(C(=O)NC2CCCCC2)c2ccccn2)c1 (centres undefined),-3,0,1,12,-5,-13,-2,-10,-2,11,-10
CC(C)(C)c1ccc(NC(=O)COC(=O)c2ccc3ncsc3c2)cc1,-21,-15,-1,-20,16,-18,2,1,-6,1,3
COc1ccccc1C(CNC(=O)CNC(=O)c1ccc(Cl)c(Cl)c1)N1CCCC1 (centres undefined),-5,3,-3,-14,3,-2,-5,-5,1,-28,1
CCN1CCN(c2nn3c(=O)c4ccccc4nc3c3ccccc23)CC1,1,-36,-5,10,-22,3,3,12,.,-3,-4
CCOc1ccc(-c2nnc(-c3cccs3)o2)cc1,-80,22,8,-143,-32,-116,5,37,-5,-43,8
COc1ccc(NC(=O)N2CCCC(CNS(=O)(=O)c3cccs3)C2)c(C)c1 (centres undefined),3,-2,0,6,-4,13,1,-3,5,9,-5
CCCN(CC(=O)Nc1ccccc1OC)C(=O)c1ccc(COc2ccccc2)o1,5,9,6,-15,18,-2,-4,7,2,-12,-10
Brc1ccc(/C=N/Nc2nc3ccccc3o2)cc1,-86,-74,-6,-154,-56,-103,-3,2,-6,-52,-22
COc1ccc(N=Nc2ccc(CO)cc2)cc1,-51,-28,0,-116,-54,-81,-1,25,20,2,26
CN(Cc1ccccc1F)C(=O)CN1c2cccc3cccc(c23)S1(=O)=O,8,-31,3,-5,-18,-20,-2,0,3,-1,4
Cc1cc(NC(=O)CCC(=O)N(CC(=O)NC2CCCC2)c2cccc(C)c2C)no1,15,-3,3,10,-18,8,2,-22,-1,-2,13
COCCSc1ccccc1C(=O)Nc1cc(C)ccn1,0,7,0,15,14,-1,-2,-16,-15,4,-4
O=C(NCc1cccnc1)C1CC(=O)N(c2ccc(F)cc2)C1 (centres undefined),6,9,0,7,6,-1,-1,2,11,-9,3
Oc1[nH]c2ccc(Br)cc2c1N=NC(=S)N1CCOCC1,32,49,9,55,16,24,12,42,-3,36,10
CCN1CCCC1CNC(=O)c1cc(S(=O)(=O)N(C)C)ccc1Cl (centres undefined),5,-6,-5,-2,-19,6,-2,3,9,8,-2
COc1cc(/C=C2\SC(=O)NC2=O)ccc1OCC(=O)N1CCOCC1,-4,2,8,9,-8,8,8,3,5,19,15
CCC(C)NS(=O)(=O)c1ccc(NC(=O)CNCc2cccs2)cc1 (centres undefined),-7,7,-7,18,-2,-41,0,8,-4,2,3
Nc1nnc(SCC(=O)N2CCN(Cc3ccccc3)CC2)s1,-15,4,8,-6,19,7,-9,-14,-7,8,10
NS(=O)(=O)c1ccc(CCNC(=O)CCCC2=NS(=O)(=O)c3ccccc3N2)cc1,9,-6,2,-3,-14,-10,-8,-2,0,-5,4
Cc1ccc(-c2nc(NCc3cccnc3)c3ccccc3n2)cc1,-16,-19,-6,-24,-40,-20,-3,10,-4,-13,-9
COc1ccc(CC(=O)N2CCOCC2)cc1,1,-15,-7,-20,-25,-5,2,4,.,4,-4
Fc1ccc(-c2nn3c(C4COc5ccccc5O4)nnc3s2)cc1 (centres undefined),-11,-61,2,2,-12,2,-5,-6,-3,6,0

# In the list so far, 7 contain a thiophene ring, fused or not:
SMILES,NCOA3 inh,TROY NFkB inh,NOD2 RIPK2 PPI,LRH-1 inv ag,SRC2 inh,NCOA1 inh,TLR9-MyD88 block,TRAIL sens C8,Vif inh,NR2F2 inh,EBV LMP1 NFkB
Cc1cccc(CSc2nc3c(c(-c4cccs4)c2C#N)CN(C)CC3)c1,6,37,0,-1,-41,-1,1,-2,-2,19,24
CCOC(=O)c1c(NC(=O)CC2Nc3ccccc3NC2=O)sc(C)c1C (centres undefined),23,-31,-3,-2,-2,-21,-6,20,5,0,4
CC(=O)N1N=C(c2cccs2)CC1c1ccco1 (centres undefined),18,-2,0,-21,-19,-1,13,-3,1,-16,-33
CCOc1cc(/C=N/NC(=O)c2cccs2)ccc1OC(=O)N1CCOCC1,-58,-39,-1,-51,-24,-87,-8,6,-10,-42,-3
CCOc1ccc(-c2nnc(-c3cccs3)o2)cc1,-80,22,8,-143,-32,-116,5,37,-5,-43,8
COc1ccc(NC(=O)N2CCCC(CNS(=O)(=O)c3cccs3)C2)c(C)c1 (centres undefined),3,-2,0,6,-4,13,1,-3,5,9,-5
CCC(C)NS(=O)(=O)c1ccc(NC(=O)CNCc2cccs2)cc1 (centres undefined),-7,7,-7,18,-2,-41,0,8,-4,2,3
